Assay outcomes deposited in PubChem by National Center for Advancing Translational Sciences (NCATS).
D2 potentiator: positive allosteric modulators of human D2 dopamine receptor; AID 485347; 0.34% of 340,000 active; P14416; HEK293 T-REx D2, calcium flux, EC20 dopamine potentiation; potentiation, % at 10 µM;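 active = potentiation over 3 SD above the plate norm, cut at about 30% in these data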; note: 0% is about no effect
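Using a no-wash calcium dye in inducible, force-coupled HEK293 Trex cells expressing D2, we tracked fluorescence each second for 180 s after compound, then for 180 s after EC20 dopamine to detect augmented signalling.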
D1 potentiator: potentiators of human D1 dopamine receptor. 0.036% of 360,000 active. potentiation, % at 10 µM. HEK293 TREx D1 cells, calcium flux, dopamine EC20 potentiation. P21728; in the data active = potentiation above about 30%; note: 0% is about no effect
Target sequence (P21728 whole entry, looked up): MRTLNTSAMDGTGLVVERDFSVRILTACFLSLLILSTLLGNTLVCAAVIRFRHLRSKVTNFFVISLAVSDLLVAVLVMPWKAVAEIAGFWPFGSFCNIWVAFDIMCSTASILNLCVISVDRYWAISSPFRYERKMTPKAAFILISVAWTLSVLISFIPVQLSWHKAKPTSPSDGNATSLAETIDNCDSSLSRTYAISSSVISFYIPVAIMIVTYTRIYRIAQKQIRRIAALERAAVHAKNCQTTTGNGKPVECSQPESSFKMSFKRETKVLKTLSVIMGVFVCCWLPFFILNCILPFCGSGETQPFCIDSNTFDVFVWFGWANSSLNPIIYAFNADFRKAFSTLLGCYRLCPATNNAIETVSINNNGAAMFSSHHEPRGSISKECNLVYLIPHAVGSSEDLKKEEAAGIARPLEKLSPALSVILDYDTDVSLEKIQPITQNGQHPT
D2 agonist: D2 dopamine receptor (human) agonism; P14416; HEK293 T-REx D2 cells, calcium flux agonist mode; activation, % at 2 µM; 0.53% of 340,000 active;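 active = activation over 3 SD above normal in the single-dose calcium agonist read, cut at about 30% in these data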; note: 0% is about no effect
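In this primary screen, compounds producing a positive calcium signal within 180 s of addition to tetracycline-induced, force-coupled HEK293 Trex D2 cells are flagged; cells are dye-loaded with a no-wash calcium kit beforehand.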
D1 agonist: agonists of human D1 dopamine receptor. HEK293 T-REx D1 cells, calcium flux, agonist mode. 1% of 360,000 active. activation, % at 2 µM; note: 0% is about no effect
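Agonism was scored from calcium flux recorded over 180 s (1 read/s) after pintool compound addition, following a 10-cycle baseline. Cells were inducible force-coupled HEK293 TREx D1, plated overnight at 30 C and loaded with no-wash calcium dye.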
TRHR ag: TRH receptor (human) agonism | 0.18% of 360,000 active | activation, % at 2 µM | P34981 | TRHR cells, calcium flux fluo-8, FDSS agonist mode; note: 0% is about no effect
Target sequence (P34981 whole entry, looked up): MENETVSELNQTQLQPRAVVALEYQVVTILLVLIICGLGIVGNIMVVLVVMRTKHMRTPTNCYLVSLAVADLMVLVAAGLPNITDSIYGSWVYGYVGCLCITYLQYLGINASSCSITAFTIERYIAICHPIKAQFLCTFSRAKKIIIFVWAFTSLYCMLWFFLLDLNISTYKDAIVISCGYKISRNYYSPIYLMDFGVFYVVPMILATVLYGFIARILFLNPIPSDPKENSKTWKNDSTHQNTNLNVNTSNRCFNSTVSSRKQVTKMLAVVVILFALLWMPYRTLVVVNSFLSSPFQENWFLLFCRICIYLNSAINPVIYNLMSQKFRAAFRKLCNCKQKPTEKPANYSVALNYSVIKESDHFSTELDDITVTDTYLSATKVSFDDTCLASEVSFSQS
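Agonist-mode FDSS calcium read (Ex 480/Em 530, 1 s cycles) in 1536-well TRHR cells with fluo-8 dye, after 10-cycle baseline and 23 nL compound addition; TRH at EC20 (10 nM final) added afterwards for the enhancer phase.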
D1 antagonist: human D1 dopamine receptor antagonism. 3.2% of 360,000 active. activity change, negative = inhibition, % at 10 µM. HEK293 TREx D1 cells, calcium flux, dopamine EC80; hits give low values; in the data active = activity change below about -30%; note: % is set by controls: 0 for no effect and ±100 for the full control effect
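Inducible Hek293 Trex D1 cells (tetracycline, overnight, 30 C). Calcium dye 30–90 min RT. Antagonist mode: EC80 dopamine added after 180 s compound read.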
D2 antagonist: antagonizes the human D2 dopamine receptor | 2% of 340,000 active | AID 485344 | P14416 | HEK293 TREx D2 cells, calcium flux, dopamine EC80 | inhibition, % at 10 µM; in the data active = inhibition above about 30%; note: 0% is about no effect
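In this primary screen, negative modulation is detected by tracking calcium flux after an EC80 dopamine challenge in inducible HEK293 T-REx D2 cells preexposed to test compound for 180 s.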
TRHR enhancer: TRH receptor (human) allosteric enhancement | enhancement, % at 2 µM | TRHR cells, fluo-8 calcium fluorescence, EC20 TRH enhancement | 0.66% of 360,000 active | P34981; in the data active = enhancement above about 30%; note: 0% is about no effect
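Enhancer read-out: after compound pinning and an initial kinetic agonist-mode read, an EC20 of TRH (10 nM final) was injected and fluo-8 calcium signal (Ex 480/Em 530) followed at 1 s/cycle for 100 cycles in TRHR-expressing cells.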
RXFP1 antagonist: RXFP1 (human) relaxin receptor antagonism; HEK293-RXFP1, relaxin-stimulated cAMP HTRF, 30 min; hits give low values; activity change, negative = inhibition, % at 57.5 µM; 0.59% of 350,000 active; AID 1259400;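 active = activity change of -60% or lower, but not beyond a set lower limit; inconclusive = change between -60% and -40%, or beyond the set limit; inactive = change above -40%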; note: % is set by controls: 0 for no effect and ±100 for the full control effect
Numbers without * were called inactive; ? = inconclusive; · = no result given. Cut-off read from the data, not from the text of the source, unless noted: active = activation above about 30%; inactive = the rest.

| Structure | D1 potentiator | D2 antagonist | TRHR ag | D1 agonist | D1 antagonist | TRHR enhancer | D2 potentiator | RXFP1 antagonist | D2 agonist |
| --- | --- | --- | --- | --- | --- | --- | --- | --- | --- |
| O=C(N/N=C/C=C/c1ccccc1)c1ccncc1 | -1 | 2 | 0.5 | 3 | 0 | 4 | -3 | -18 | -0.7 |
| Cc1csc2nc(COC(=O)c3cccc(NC(=O)COc4ccccc4Cl)c3)cc(=O)n12 | -1 | · | 0.1 | 0 | -2 | 4 | -1 | -19 | 0.6 |
| CC1(NC(=O)c2cccc(S(=O)(=O)N3CCN(c4ccccc4)CC3)c2)CCS(=O)(=O)C1 (stereo not drawn) | 9 | -12 | -0.3 | -2 | 15 | 1 | 5 | -8 | 0.1 |
| O=c1c2cc(NC(=S)NCc3ccccn3)ccc2nc2n1CCCCC2 | -9 | -14 | 0.2 | 2 | -8 | 0 | -9 | 18 | 1.8 |
| COc1ccc(N(C)C(=S)Oc2ccc(C(=O)Nc3ccccc3)cc2)cc1 | -4 | · | 0.8 | 9 | -4 | 4 | -6 | · | · |
| CCc1ccc(S(=O)(=O)c2nnn3c2nc(NCCC(C)C)c2cc(Cl)ccc23)cc1 | -3 | · | 0.1 | 0 | 0 | 4 | -6 | -21 | · |
| O=C(CCNC(=O)c1ccc([N+](=O)[O-])cc1)NCc1ccco1 | 1 | -2 | 0.5 | 1 | -9 | 7 | 22 | 1 | -0.4 |
| CCOC(=O)C(Cc1ccccc1)NS(=O)(=O)c1ccc(NC(C)=O)cc1 (stereo not drawn) | -4 | 4 | -0.8 | 1 | -31* | -3 | -1 | -2 | 0.3 |
| O=C(Nc1c(F)cccc1F)C1CCN(C(=O)c2cccs2)CC1 | -3 | 3 | 0.7 | 6 | 3 | 9 | 12 | 7 | 0.3 |
| CCOC(=O)c1sc(=NC(=O)c2cccs2)n(C)c1C | -1 | 18 | 0.2 | 1 | 0 | 12 | 3 | -13 | 0.4 |
| CC(C)(C)c1ccc(C(=O)N2CCC(c3nc(-c4ccc(S(=O)(=O)N5CCCC5)cc4)no3)CC2)cc1 | 2 | · | 1.5 | 0 | -5 | -3 | 0 | 1 | 0.7 |
| CNC(C)C#Cc1ccc2c(=O)c3c(OC)cccc3oc2c1 (stereo not drawn) | -1 | -8 | -0.3 | 2 | -7 | -2 | 2 | · | -0.3 |
| CC(C)N(C(=O)Cn1cc(SCC(=O)N2CCCC2)c2ccccc21)C(C)C | -3 | 13 | 0.5 | -2 | 10 | -1 | 2 | 11 | -0.8 |
| O=C(O)CC(c1ccc(Cl)cc1)N1Cc2ccccc2C1=O (stereo not drawn) | -8 | -24 | -0.8 | 1 | -1 | 12 | 3 | -4 | -1.8 |
| O=C(Nc1cc(N2CCOCC2)ncn1)Nc1cccc2ccccc12 | 0 | -11 | 0.7 | 4 | -14 | -1 | -10 | -13 | 0.3 |
| Cn1c(=O)c2c(nc(CN3CCN(c4ccccc4)CC3)n2CCN2CCOCC2)n(C)c1=O | 5 | -7 | -0.4 | 0 | 12 | 21 | 10 | 6 | -0.2 |
| CCCOc1ccc(C2C(=O)N(C3CCCCCC3)CC(=O)N2C(C)C)cc1OC (stereo not drawn) | 0 | · | -0.6 | -4 | -9 | 3 | 7 | 14 | · |
| COC(=O)C1=C(CSc2nncn2C)NC(=O)NC1c1ccc(F)cc1 (stereo not drawn) | 5 | -9 | -0.1 | 0 | 2 | 16 | -3 | 6 | 0.3 |
| O=C(CN1C(=O)CCc2cc(S(=O)(=O)N3CCOCC3)ccc21)NCc1ccccc1Cl | 0 | · | 0.2 | -1 | -5 | 1 | -1 | · | 1.0 |
| CSc1nc(C)cc(SC(C(C)=O)C(=O)Nc2ccccc2)n1 (stereo not drawn) | -10 | 18 | 0.7 | 4 | 17 | -2 | 3 | · | 0.8 |
| CC(C)C(C)NC(=O)CSc1nc2scc(-c3ccco3)c2c(=O)n1-c1ccccc1 (stereo not drawn) | 3 | -2 | 0.4 | 1 | 3 | -1 | 4 | ? | -1.3 |
| O=C(CSc1nccn1Cc1ccccc1)Nc1ccc2c(c1)OCO2 | -4 | · | -1.0 | 3 | 5 | 6 | -5 | 11 | 0.0 |
| COc1ccccc1C(=O)n1nc(-c2ccc(Cl)cc2)nc1N | -9 | -8 | -1.8 | 1 | -5 | 0 | 4 | ? | 0.9 |
| COc1cccc(C(=O)Oc2c(Sc3ccc(C)cc3)c(C)nn2C(C)(C)C)c1OC | 1 | · | 1.2 | 7 | 16 | 5 | -11 | · | 2.3 |
| CCc1nnc(NC(=O)C2CCCN2S(=O)(=O)c2ccc(C)cc2)s1 (stereo not drawn) | -9 | 15 | -0.4 | 2 | -8 | -2 | -2 | 1 | 3.2 |
| CC(=O)c1sc(-c2ccc(F)cc2F)nc1C | -4 | -2 | -0.2 | 1 | -23 | 4 | 3 | -1 | 0.7 |
| Cc1sc2ncn(CC(=O)N(C)c3ccc(C(C)C)cc3)c(=O)c2c1S(=O)(=O)N1CCC(C)CC1 | 2 | · | 0.6 | 1 | 0 | -3 | 1 | -18 | · |
| CC1Cc2cc(/C(O)=C3/C(=O)C(=O)N(CC4CCCO4)C3c3ccco3)ccc2O1 (stereo not drawn) | -4 | -5 | -0.1 | 2 | 1 | -2 | -3 | 14 | 0.3 |
| Cc1ccc(NC(=O)c2ccc(C)cc2)cc1 | -4 | -5 | -0.4 | -1 | -1 | 5 | -1 | · | 0.0 |
| CNC(=S)N(CCc1c(C)[nH]c2ccccc12)Cc1cc(OC)c(OC)c(OC)c1 | -5 | -15 | 1.1 | 0 | -13 | 4 | 5 | · | 0.9 |

Structural class: the compounds so far containing a halogen
| Structure | D1 potentiator | D2 antagonist | TRHR ag | D1 agonist | D1 antagonist | TRHR enhancer | D2 potentiator | RXFP1 antagonist | D2 agonist |
| --- | --- | --- | --- | --- | --- | --- | --- | --- | --- |
| Cc1csc2nc(COC(=O)c3cccc(NC(=O)COc4ccccc4Cl)c3)cc(=O)n12 | -1 | · | 0.1 | 0 | -2 | 4 | -1 | -19 | 0.6 |
| CCc1ccc(S(=O)(=O)c2nnn3c2nc(NCCC(C)C)c2cc(Cl)ccc23)cc1 | -3 | · | 0.1 | 0 | 0 | 4 | -6 | -21 | · |
| O=C(Nc1c(F)cccc1F)C1CCN(C(=O)c2cccs2)CC1 | -3 | 3 | 0.7 | 6 | 3 | 9 | 12 | 7 | 0.3 |
| O=C(O)CC(c1ccc(Cl)cc1)N1Cc2ccccc2C1=O (stereo not drawn) | -8 | -24 | -0.8 | 1 | -1 | 12 | 3 | -4 | -1.8 |
| COC(=O)C1=C(CSc2nncn2C)NC(=O)NC1c1ccc(F)cc1 (stereo not drawn) | 5 | -9 | -0.1 | 0 | 2 | 16 | -3 | 6 | 0.3 |
| O=C(CN1C(=O)CCc2cc(S(=O)(=O)N3CCOCC3)ccc21)NCc1ccccc1Cl | 0 | · | 0.2 | -1 | -5 | 1 | -1 | · | 1.0 |
| COc1ccccc1C(=O)n1nc(-c2ccc(Cl)cc2)nc1N | -9 | -8 | -1.8 | 1 | -5 | 0 | 4 | ? | 0.9 |
| CC(=O)c1sc(-c2ccc(F)cc2F)nc1C | -4 | -2 | -0.2 | 1 | -23 | 4 | 3 | -1 | 0.7 |

Next results:
| Structure | D1 potentiator | D2 antagonist | TRHR ag | D1 agonist | D1 antagonist | TRHR enhancer | D2 potentiator | RXFP1 antagonist | D2 agonist |
| --- | --- | --- | --- | --- | --- | --- | --- | --- | --- |
| CS(=O)(=O)c1ccc(NC(=O)c2cccc(S(=O)(=O)N3CCN(Cc4ccccc4)CC3)c2)cc1 | -6 | 6 | 1.2 | 5 | -11 | -4 | -19 | -4 | 0.7 |
| CCCCC(=O)N/C(N)=N/c1nc2ccccc2o1 | -2 | -4 | 0.6 | 6 | 2 | -1 | -4 | -7 | -0.1 |
| O=C(O)C(Cc1cc2ccccc2[nH]1)N1C(=O)C2CC=C(Cl)CC2C1=O (stereo not drawn) | -1 | 15 | 1.0 | -1 | -11 | -5 | -7 | 4 | -0.4 |
| COC(=O)c1ccc(C2/C(=C(\O)c3cccc(OC)c3)C(=O)C(=O)N2CCCN(C)C)cc1 (stereo not drawn) | -11 | · | 0.1 | 2 | 8 | 0 | · | -5 | · |
| Cc1ccc2c(c1)NC(=O)C(CC(=O)Nc1ccccc1Cl)O2 (stereo not drawn) | -2 | · | -0.2 | -1 | 5 | 5 | -9 | -8 | -0.4 |
| COc1ccc(CCN(C)C(=O)c2ccc(C)c(S(=O)(=O)N3CCCCC3)c2)cc1OC | 3 | -1 | 0.8 | 2 | -6 | -1 | 10 | 4 | 1.3 |
| S=c1[nH]nc(COc2ccccc2)n1/N=C/c1cccc(Cl)c1Cl | 0 | 4 | -0.9 | 1 | -4 | -2 | 3 | 0 | -1.1 |
| Cc1ccc(N2CCC(N3CCN(C)C(CCO)C3)CC2)cc1 (stereo not drawn) | -10 | -3 | 0.8 | 3 | -17 | 6 | -3 | 3 | 0.9 |
| CSC1=N/C(=C\c2ccccc2F)C(=O)S1 | -1 | -8 | 0.5 | 5 | -13 | -7 | -16 | -8 | 0.6 |
| CC(C)(C)c1csc(NC(=O)c2ccccc2O)n1 | -6 | -3 | 4.2 | 27 | -29 | 1 | 0 | -35 | 2.6 |
| C[C@H](NC(=O)c1ncn(Cc2ccccc2)c1C(=O)N[C@@H](C)c1ccccc1)c1ccccc1 | -1 | 7 | 0.9 | 8 | · | -9 | 2 | · | 0.3 |
| CN(/N=C/c1ccncc1)c1cnc2ccccc2n1 | -2 | 4 | -0.3 | 1 | 12 | 0 | 0 | -1 | 1.9 |
| Cn1c(=O)oc2cc(S(=O)(=O)N3CCC(C(=O)N4CCN(c5ccc(F)cc5)CC4)CC3)ccc21 | -2 | 3 | 0.6 | 3 | -17 | 3 | 3 | -21 | 0.1 |
| COc1ccc(Cc2noc(CN(C)Cc3ccc(-n4cccn4)cc3)n2)cc1OC | -4 | -12 | -1.3 | 7 | -21 | -5 | -16 | -1 | -0.6 |
